GPR151 ag – activators of human GPR151, primary screen, cell-based, PathHunter beta-arrestin, luminescence; 650,000 tested, 1% active; activation, % at 11.2 µM; PathHunter beta-arrestin GPR151 cells; AID 1508602, 2020; G-protein coupled receptor 151 (Homo sapiens), Q8TDV0; in the data active means activation above about 4.9%;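 further: 0% = median of compound wells and 100% = cells with positive control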
MITF inh – MITF inhibitors, primary screen, biochemical, AlphaScreen, human | Microphthalmia-associated transcription factor (Homo sapiens), O75030 | AlphaScreen MITF homodimerization, bead proximity signal | inhibition, % at 2.6 µM | 650,000 tested, 0.91% active; in the data active means inhibition above about 50%;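 further: 0% = vehicle wells with protein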
TEAD-YAP block – TEAD-YAP interaction inhibition, primary screen, TEAD-YAP interaction inhibitor project, luminescence, HEK-TIYL cells. TEAD-Gal4/YAP UAS-luciferase luminescence. inhibition, % at 9.12 µM. 640,000 tested, 1.4% active. AID 1259422, 2018; in the data active means inhibition above about 32%;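 further: 0% = median of test compound wells and 100% = reference inhibitor wells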
FBW7 activator – FBW7 E3 ligase activators, primary screen, biochemical, AlphaScreen, human; F-box/WD repeat-containing protein 7 (Homo sapiens), Q969H0; AlphaScreen FBW7–phospho-cyclin E peptide binding, activator screen; normalized activity (activation), % at 26.1 µM; 650,000 tested, 0.13% active; AID 1259310, 2017; in the data active means normalized activity above about 1.9%;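 further: purified mutant Fbw7 with reduced substrate affinity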
Target sequence (Q969H0 whole entry, looked up): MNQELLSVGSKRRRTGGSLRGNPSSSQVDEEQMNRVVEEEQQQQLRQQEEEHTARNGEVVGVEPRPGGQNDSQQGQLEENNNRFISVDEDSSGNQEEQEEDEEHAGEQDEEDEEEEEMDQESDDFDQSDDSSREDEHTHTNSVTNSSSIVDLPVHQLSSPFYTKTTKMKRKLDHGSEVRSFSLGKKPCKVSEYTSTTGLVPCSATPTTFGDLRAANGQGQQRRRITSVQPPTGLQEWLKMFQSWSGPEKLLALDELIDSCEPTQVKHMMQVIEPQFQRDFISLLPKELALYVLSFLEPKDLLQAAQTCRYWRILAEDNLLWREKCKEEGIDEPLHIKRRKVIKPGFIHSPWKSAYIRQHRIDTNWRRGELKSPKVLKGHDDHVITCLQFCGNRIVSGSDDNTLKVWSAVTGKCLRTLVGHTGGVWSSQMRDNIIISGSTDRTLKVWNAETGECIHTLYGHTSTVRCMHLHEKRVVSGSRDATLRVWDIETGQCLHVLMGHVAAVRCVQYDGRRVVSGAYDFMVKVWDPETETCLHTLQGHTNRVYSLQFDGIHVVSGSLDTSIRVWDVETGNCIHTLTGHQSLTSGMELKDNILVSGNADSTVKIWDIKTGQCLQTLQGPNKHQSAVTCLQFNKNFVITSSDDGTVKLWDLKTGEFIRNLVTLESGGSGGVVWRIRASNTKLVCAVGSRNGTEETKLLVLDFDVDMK
* hit, by the source's call; . = no result given; & = joins results of further samples. Only part of the results is shown; rates above refer to the full screens.

SMILES	GPR151 ag	MITF inh	TEAD-YAP block	FBW7 activator
O=S(=O)(c1ccc(Cl)cc1)N1CCCC1c1cccnc1 (centres undefined)	1.1	1.0	-4.2	-0.3
Cn1c(O)c(C(=NCCN2CCCCC2)c2ccccc2Cl)c(=O)n(C)c1=O	0.8	1.3	4.4	0.1
O=C(COc1ccc(Cl)cc1)N1CCN(Cc2nnnn2-c2ccc(F)c(F)c2)CC1	1.4	18.4	21.5	0.7
CCOc1ccc(CN(CCc2ccc3c(c2)OCO3)Cc2cccc(C)c2)cc1	2.6	18.1	6.1	0.1
NCC(O)c1cc(O)c(O)cc1F (centres undefined)	-1.5	49.0	3.6	-0.3
COc1ccc(CN2CCN(C(C)C)CC2)cc1	0.8	57.0*	3.9	-0.1
O=C(COc1ccc(F)cc1)N1CCN(Cc2ccccc2)CC1	4.4	9.4	0.8	0.2
CN(C)C(Cc1ccccc1)C(=O)c1cccs1 (centres undefined)	0.0	3.1	5.8	-0.2
Clc1ccc(CN2CCNCC2)cc1	0.0	14.9	-10.9	0.1
Cc1nn(-c2ccccc2Cl)c2c1C(C(F)(F)F)(C(F)(F)F)C(C#N)=C(N)N2	-0.5	-5.5	0.9	-0.1
Cc1cc(=O)c(C(=O)NCCn2ccnc2)c(CCc2ccccc2)n1CC1CCCO1 (centres undefined)	1.0	-12.4	-8.7	-0.1
Cc1ccc(-n2c(=S)[nH]c3ccccc3c2=O)cc1F	0.9	10.4	-11.9	-0.1
Cc1ccccc1NP(=O)(OCC(F)(F)F)OCC(F)(F)F	-0.9	8.8	16.7	-0.1
CCOCCOC(=O)C1C2c3ccccc3C(c3ccccc32)C1C(=O)OCCOCC (centres undefined)	2.0	12.4	7.1	0.3
CN1CCC(O)(c2ccc(F)cc2)C(C(=O)c2ccc(F)cc2)C1 (centres undefined)	-0.1	3.8	-3.3	0.4

The final two compounds of the part before are carried over, then new ones follow.
SMILES	GPR151 ag	MITF inh	TEAD-YAP block	FBW7 activator
CCOCCOC(=O)C1C2c3ccccc3C(c3ccccc32)C1C(=O)OCCOCC (centres undefined)	2.0	12.4	7.1	0.3
CN1CCC(O)(c2ccc(F)cc2)C(C(=O)c2ccc(F)cc2)C1 (centres undefined)	-0.1	3.8	-3.3	0.4
COC(=O)C(c1ccccc1)N1CCCCCC1 (centres undefined)	0.0	-11.0	3.7	0.0
CCOC(=O)C1CCN(/C=C2/C(=O)NC(=S)N(c3cccc(OC)c3)C2=O)CC1	2.4	-10.2	-5.9	0.0
Cc1cc(C)[n+](-c2ccccc2)c2[nH]c(=O)[nH]c(=O)c12	1.8	8.1	-5.1	0.9
COc1ccc(-n2cnc3cc(C(=O)N4CCC5(CC4)OCCO5)ccc32)cc1	0.0	2.5	47.8*	0.0
O=C1NC(=O)N(c2ccccc2)C(=O)/C1=C/C=C/c1ccco1	-0.5	35.1	-2.8	0.0
CO/N=C/c1ccc(N2CCN(C)CC2)c([N+](=O)[O-])c1	2.0	2.0	-13.5	-0.1
Cc1ccc(N2CCN(c3cc(-c4ccccc4)c(C#N)c4nc5ccccc5n34)CC2)cc1	0.4	4.2	-0.9	-0.1
N#Cc1cc(F)c(N2CCOCC2)cc1Cl	0.2	2.0	-9.4	0.7
CCOc1nc(NCCC2=CCCCC2)nc(N2CC3CC(C2)c2cccc(=O)n2C3)n1 (centres undefined)	-1.3	25.4	-12.6	0.9
COCCOC(=O)C1=C(C)OC(N)=C(C#N)C12C(=O)Nc1ccc(Br)cc12 (centres undefined)	-0.9	14.4	10.9	0.2
COC(=O)c1cn(Cc2ccc(C#N)cc2)c2ccccc12	0.9	7.7	9.0	0.3
CCCN1CCC(N2CC=C(c3ccc(F)cc3)CC2)CC1	3.1	-3.2	5.8	0.5
O=C(Nc1ccccc1)c1cc([N+](=O)[O-])ccc1N1CCNCC1	1.8	2.2	-8.8	-0.1
CCCCCCc1ccc(O)cc1	4.1	9.2	-8.6	0.3
N#CC1=C(N)C(C#N)(C#N)[C@@H](c2ccc(F)cc2)[C@@H]2CSCC=C12	-0.5	4.0	-13.7	0.6

Entries of single compounds from above:
COc1ccc(-n2cnc3cc(C(=O)N4CCC5(CC4)OCCO5)ccc32)cc1 is entered as GPR151 ag = 0.0; MITF inh = 2.5; TEAD-YAP block = 47.8*; FBW7 activator = 0.0
O=C(COc1ccc(Cl)cc1)N1CCN(Cc2nnnn2-c2ccc(F)c(F)c2)CC1 is entered as GPR151 ag = 1.4; MITF inh = 18.4; TEAD-YAP block = 21.5; FBW7 activator = 0.7

Continuation:
SMILES	GPR151 ag	MITF inh	TEAD-YAP block	FBW7 activator
O=[N+]([O-])c1ccc(C2OCN3COCC23)cc1 (centres undefined)	-0.3	30.0	9.9	0.3
CCC1(c2ccccc2)C(=O)NC(=O)N(C(=O)c2cccc(F)c2)C1=O (centres undefined)	0.3	-0.2	-0.4	0.1
CC1(C)C(C(=O)NCC2CC(Cc3ccc(F)cc3)=NO2)C1(C)C (centres undefined)	0.0	-10.6	-0.8	0.0
CCOC(=O)c1c(C)n(Cc2ccccc2)c2ccc(OC(=O)c3ccccc3Cl)cc12	0.2	0.8	-2.9	-0.1
O=c1cccc2n1CC1CC2CN(C(=S)Nc2cccc(F)c2)C1 (centres undefined)	0.5	-7.5	3.5	0.0
CCCC(C)n1[nH]c(=O)c2c1NC(=O)CSC2c1ccccc1 (centres undefined)	0.3	6.7	-11.3	0.0
CC(=O)O[C@H]1C[C@H](O[C@H]2[C@@H](O)C[C@H](O[C@H]3[C@@H](O)C[C@H](O[C@H]4CC[C@@]5(C)C(CCC6C5C[C@@H](O)[C@]5(C)[C@@H](C7=CC(=O)OC7)CC[C@]65O)C4)O[C@@H]3C)O[C@@H]2C)O[C@H](C)[C@H]1O[C@@H]1O[C@H](CO)[C@@H](O)[C@H](O)[C@H]1O (some centres undefined)	2.2&-1.0&-1.2	16.3&-11.7&-10.5	99.9*	0.1&-0.1&-0.1
COc1ccc(C(=O)C(Cc2ccccc2)N(C)C)cc1 (centres undefined)	0.0	8.3	10.6	0.0
COc1ccc(-n2c(C)nc3ccc(I)cc3c2=O)cc1	-0.7	1.2	-6.4	-0.1
COc1ccc(CCN)cc1OC	2.2	-6.0	-8.8	0.1
Cc1cc(Cl)ccc1C(=O)C1CCCN(Cc2ncc[nH]2)C1 (centres undefined)	-0.6	-3.5	8.9	0.9
COc1cc(OC)c(OC)cc1CC1C(=O)N(C)C(=O)N(C)C1=O	-1.0	18.8	-1.8	0.2
CN1CCN(c2ccc([N+](=O)[O-])c(NCc3ccco3)c2)CC1	-0.7	8.7	-7.1	-0.2
CCOP(=O)(OCC)C(O)c1ccc(OC)cc1 (centres undefined)	-0.3	10.6	13.2	0.1
Cn1ccnc1C1(O)CC2CCC(C1)N2CC(=O)NCCc1ccccc1 (centres undefined)	1.1	7.1	4.2	-0.1
CNCC1(c2ccc(OC)c(OC)c2)CCCC1	-0.1	-2.9	-1.8	0.1
COc1ccccc1N1C(=O)NC(=O)/C(=C\c2ccc(O)cc2)C1=O	-0.1	-8.0	2.6	0.0
Cc1nc2ccc(NC(=O)C3CC3)cc2c(=O)n1-c1ccc(F)cc1	-0.6	2.7	2.2	-0.2
CCOC(=O)c1c(C)n(Cc2ccco2)c2c1cc(O)c1ccccc12	-0.1	21.2	-18.5	0.1
CCOC(=O)C1(c2ccccc2)CCN(CC(=O)Nc2cc(Cl)ccc2OC)CC1	-1.7	-5.6	-7.6	-0.4
Nc1n[nH]c2c([N+](=O)[O-])cc([N+](=O)[O-])cc12	0.0	2.3	-10.6	-0.3
COc1ccc(CNCCc2ccccc2)cc1Cl	1.2	14.4	2.2	0.4
NC(=O)CN1CCCC2(CCCCC2)C1	-0.3	-9.9	-0.8	0.0
CN1Cc2ccccc2[C@@H]2c3cccc4[nH]cc(c34)C[C@H]21	0.9	-2.1	.	1.4
CC1(C)C2([N+](=O)[O-])CN(CCCl)CC1([N+](=O)[O-])CN(CCCl)C2	-0.5	8.8	-0.9	0.2
O=C1[C@@H]2C[C@@H](O)CN2C(=O)[C@H]2CN(Cc3ccccn3)CCN12	0.3	10.7	5.2	-0.1
COc1cc([C@@H]2c3cc4c(cc3[C@@H](O)[C@H]3COC(=O)[C@H]23)OCO4)cc(OC)c1O	3.5	10.7	-9.1	0.6
OC(Cc1ccncc1)C(Cl)(Cl)Cl (centres undefined)	1.7	-6.4	.	-0.1
Cn1cccc1/C=C1\C(=O)NC(=O)N(C(C)(C)C)C1=O	1.0	4.1	-6.5	-0.3
CCOC(=O)C1C2NC(=S)N(CCOC)C1(C)Oc1ccccc12 (centres undefined)	0.1	-4.3	3.9	-0.4
N#Cc1cc2c(=O)n3ccccc3nc2n(Cc2ccco2)c1=O	0.9	5.4	6.7	-0.1
CC(Cc1ccccc1)NCCC(c1ccccc1)c1ccccc1 (centres undefined)	-2.5	21.1	.	-0.1
CCCc1ccc(OCC(=O)Nc2ccc(Cl)cc2C(=O)c2ccccc2)cc1	-0.4	7.0	-0.2	-0.1
Cc1ccc(/C=C2\C(=O)NC(=S)N(c3ccc(F)cc3)C2=O)o1	-0.6	7.8	-6.6	0.2
CCC(N)C(=O)c1ccc(F)cc1 (centres undefined)	0.0	2.8	4.5	0.0
CN1CCN(c2nc3nc[nH]c(=O)c3[nH]2)CC1	3.4	5.5	7.6	0.1
CCOC(=O)C1=C(C)OC(N)=C(C(=O)OCc2ccccc2)C12C(=O)Nc1ccccc12 (centres undefined)	-0.3	9.2	-9.7	0.0
C=CCC1(C(C)CCC)C(=O)NC(=S)NC1=O (centres undefined)	-0.5	23.5	-2.8	0.6
COc1ccc(/C=C/c2nc3ccccc3c(=O)n2-c2ccccc2Cl)cc1	0.3	-4.9	4.8	-0.1
Cc1ccc(-n2c(C)nc3ccc(Cl)cc3c2=O)cc1	-0.1	2.7	-1.8	-0.1
COc1cc(CN2CCN(CC(C)C)C(CCO)C2)cc(OC)c1 (centres undefined)	-1.1	-0.5	10.6	-0.2
COc1ccc(C2SCC(=O)Nc3c2c(-c2ccccc2)nn3-c2ccccc2)cc1OC (centres undefined)	0.0	19.1	52.2*	0.7
CCn1c(C)cc2c(c1=O)C1(C(=O)N(Cc3ccc(F)cc3)c3ccccc31)C(C(=O)OC)=C(N)O2 (centres undefined)	-0.2	-1.1	1.2	0.0
C=CCC1NC2CC(C)C1c1ccccc12 (centres undefined)	-0.1	-6.5	4.9	-0.1
O=C(c1cnn(-c2ccccc2)n1)N1CC2CC(C1)c1cccc(=O)n1C2 (centres undefined)	-1.5	17.6	-1.5	0.2
CN1C(=O)C(C(=O)c2ccccc2)C(=O)N(C)C1=O	-0.6	12.1	-1.1	0.0
CC(C(=O)O)N(C(=O)c1ccccc1)c1ccc(F)c(Cl)c1 (centres undefined)	-0.8	8.1	0.7	0.1
COc1ccc(NC(=O)c2cc([N+](=O)[O-])ccc2N2CCNCC2)cc1	0.3	-17.5	-7.5	-0.3
O=C(NCc1ccc(Cl)cc1)C(Cl)(Cl)Cl	4.6	1.5	13.8	0.1
Cc1ccc(C2SCC(=O)Nc3c2c(C)nn3C2CCOC(C)(C)C2)cc1 (centres undefined)	-0.3	10.2	11.5	0.3
COC(=O)Cn1cc(/C=C2\C(=O)NC(=O)N(c3ccccc3)C2=O)c2ccccc21	0.3	11.2	0.6	0.1
Cc1ccc(/C=C2\N=C(c3cncc(Br)c3)OC2=O)cc1	0.5	9.1	-0.3	0.1
CC[C@@]1(O)C(=O)OCc2c1cc1n(c2=O)Cc2cc3ccccc3nc2-1	-0.2&-0.3&-0.7&-0.1	8.1&4.8&6.7&7.3	75.9*	0.2&0.1&0.5&-0.1
CCOc1ccc(C(Nc2ccccc2)P2(=S)OCC(C)(C)CO2)cc1 (centres undefined)	-1.1	0.7	5.0	0.3
CCCCC/C=C\C/C=C\C/C=C\C/C=C\CCCC(=O)NCCOP(=O)(O)O	0.7	-2.1	.	.
Cn1c(N)c(S(=O)(=O)N2CC3CC(C2)c2cccc(=O)n2C3)c(=O)n(C)c1=O (centres undefined)	-0.8	5.7	9.6	0.1
Cc1nc2c3ccccc3cc[n+]2c(C)c1C	-0.1	16.4	16.6	0.3
Clc1nc2sccn2c1CNCCc1ccccc1	-1.4	24.5	-7.7	0.0
O=C(Cc1ccsc1)N1CCCC(N2CCOCC2)C1 (centres undefined)	5.8*	10.7	-2.2	0.1

A draw from above in order of formula weight, descending:
SMILES	GPR151 ag	MITF inh	TEAD-YAP block	FBW7 activator
CCOC(=O)C1=C(C)OC(N)=C(C(=O)OCc2ccccc2)C12C(=O)Nc1ccccc12 (centres undefined)	-0.3	9.2	-9.7	0.0
COc1ccc(-n2cnc3cc(C(=O)N4CCC5(CC4)OCCO5)ccc32)cc1	0.0	2.5	47.8*	0.0
COc1ccc(NC(=O)c2cc([N+](=O)[O-])ccc2N2CCNCC2)cc1	0.3	-17.5	-7.5	-0.3
CCOC(=O)C1C2NC(=S)N(CCOC)C1(C)Oc1ccccc12 (centres undefined)	0.1	-4.3	3.9	-0.4
COC(=O)c1cn(Cc2ccc(C#N)cc2)c2ccccc12	0.9	7.7	9.0	0.3
COC(=O)C(c1ccccc1)N1CCCCCC1 (centres undefined)	0.0	-11.0	3.7	0.0
